# Source: PubChem
# SR-BI DiI inh = inhibitors of mouse SR-BI mediated HDL lipid uptake; Q61009; hit rate 0.96% among 320,000; ldlA[mSR-BI] CHO cells, DiI-HDL uptake fluorescence, 3 h; AID 488896; inhibition, % at 12.5 µM;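 active = mean replicate inhibition of at least 70% and a set share of replicates each scoring 70 or more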;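 also: 0% = median of neutral control wells and 100% = median of positive control wells; values of inactives mirror those of a sister screen read the other way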
# Cardiac RTF inh = cardiac RTF calcium desensitization; IANBD-labeled cardiac RTF, Ca2+ fluorescence; inhibition, % at 7.15 µM; hit rate 0.12% among 340,000; AID 493244;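 active = inhibition above the mean inhibition of all tested compounds plus 3 SD, cut at about 17% in these data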;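 also: assay run at fixed EC70 calcium of 1.6 mM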
# DAGLB inhibitor = diacylglycerol lipase beta (human) inhibition | Q8NCG7 | HEK293T DAGLB membrane lysate, EnzChek fluorogenic substrate | inhibition, % at 5.17 µM | hit rate 0.059% among 340,000; in the data active = inhibition above about 34%;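 also: 0% = enzyme with vehicle and 100% = wells lacking enzyme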
# Target sequence (Q8NCG7 whole entry, looked up): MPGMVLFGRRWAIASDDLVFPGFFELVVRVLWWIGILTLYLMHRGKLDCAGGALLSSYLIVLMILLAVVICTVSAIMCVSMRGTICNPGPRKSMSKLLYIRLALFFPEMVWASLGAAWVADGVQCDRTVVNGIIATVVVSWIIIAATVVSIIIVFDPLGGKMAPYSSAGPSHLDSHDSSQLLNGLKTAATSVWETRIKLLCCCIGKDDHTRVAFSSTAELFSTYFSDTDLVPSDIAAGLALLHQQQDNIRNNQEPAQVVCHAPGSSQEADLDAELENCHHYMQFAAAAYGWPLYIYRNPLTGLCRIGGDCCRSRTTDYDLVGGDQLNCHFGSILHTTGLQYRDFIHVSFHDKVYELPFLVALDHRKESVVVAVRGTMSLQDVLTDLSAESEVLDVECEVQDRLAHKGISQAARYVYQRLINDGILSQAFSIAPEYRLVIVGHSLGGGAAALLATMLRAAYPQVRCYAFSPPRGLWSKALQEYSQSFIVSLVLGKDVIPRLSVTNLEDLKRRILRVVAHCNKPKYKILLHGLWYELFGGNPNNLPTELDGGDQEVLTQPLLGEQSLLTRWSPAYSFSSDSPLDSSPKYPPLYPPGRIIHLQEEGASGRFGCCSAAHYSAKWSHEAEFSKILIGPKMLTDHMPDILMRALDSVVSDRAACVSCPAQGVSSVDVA
# NSD2 HMT inh = blocks human histone methyltransferase NSD2; O96028; NSD2 peptide methylation, AlphaScreen, 120 min; inhibition, % at 12.5 µM; hit rate 0.54% among 310,000; in the data active = inhibition above about 50%
# PvdQ acylase = blocks Pseudomonas aeruginosa PvdQ acylase activity; inhibition, % at 10 µM; purified PvdQ acylase, fluorescence plate reader; hit rate 0.063% among 340,000; in the data active = inhibition above about 30%, passing the limit was not always enough;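 also: 0% = vehicle neutral wells and 100% = reference inhibitor wells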
# SR-BI uptake up = enhances SR-BI lipid uptake from DiI-HDL; CHO ldlA[mSR-BI] cells, DiI-HDL uptake fluorescence, 3 h; 100 = double the neutral-control signal; activation, % at 12.5 µM; hit rate 0.096% among 320,000; AID 504775;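 active = mean replicate activation of at least 60% and every replicate at or above 60%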;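 also: 0% = median plate neutral-control signal and 100% = twice that signal; values of inactives mirror those of a sister screen read the other way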
#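 material = CHO ldlA[mSR-BI] cells | medium = Ham's F12 with 0.5% BSA, HEPES 25 mM, pH 7.4 | reagent = fluorescent DiI-HDL, 10 µg/mL final | compound dosing = single-point compound dose | incubation = 3 h, 37 °C | measured by = bottom-read fluorescence, 550/595 nm | measure = HDL uptake via cellular fluorescence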
# LANA DNA inh = KSHV C-LANA DNA binding inhibition; AID 504423; inhibition, % at 9 µM; MBP-C-LANA/FAM-LBS DNA binding, fluorescence polarization; hit rate 0.078% among 340,000;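 active = highest replicate inhibition at or above 60% at 9 µM, even if other replicates fall short; inactive = all replicates below 60% inhibition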;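 also: 0% = neutral control wells and 100% = 4 µM acridine orange control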
# Keap1-Nrf2 PPI = inhibitors of human Keap1-Nrf2 protein-protein interaction; Keap1 Kelch-Nrf2 peptide fluorescence polarization, 1536-well; inhibition, % at 9.4 µM; hit rate 0.15% among 340,000; AID 504523; in the data active = inhibition above about 12%;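 also: human Keap1 Kelch domain with fluorescein labeled Nrf2 9mer peptide probe; 0% = neutral control wells and 100% = peptide positive control; higher means more block of Keap1 binding to Nrf2 peptide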
# Arrestin-AP2 inh = human beta-arrestin and AP2 interaction inhibition. AID 504490. hit rate 0.31% among 340,000. inhibition, % at 10 µM. FITC-arrestin peptide / GST-AP2 beads, flow cytometry; AP2 beta2 appendage carries R879A mutation;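 active = inhibition above a set limit, near 3 SD of compounds lacking own fluorescence, cut at about 54% in these data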;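 also: plate controls were DMSO wells for no effect and 5 µM unlabelled arrestin peptide for full effect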
#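 System: GST-AP2 R879A glutathione beads. Medium: PBS with 0.05% Tween 20 and 0.1% BSA. Also added: FITC-arrestin peptide, 50 nM. Incubation: 12 min plus 1 h, RT. Measured by: high-throughput flow cytometry of beads, ex 488, em 535 nm. Evaluation: percent drop in bead-associated FITC signal.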
# PKA-R2B activ = PKA-R2B complex activation | hit rate 0.079% among 340,000 | PKA-R2B holoenzyme dissociation, Cy5-IP20 fluorescence polarization; R2B truncated from residue 108, S112A mutant; 0% DMSO only, 100% 113 µM cGMP | AID 504700 | P22694+P31323 | activation, % at 11.4 µM;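 active = activation above a cutoff set at the mean over all compounds plus 3 SD, cut at about 18% in these data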;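 also: higher means more holoenzyme dissociation and a rise in polarization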
# Target sequence (P31323 whole entry, looked up, other chains not shown, the tested form may be a part): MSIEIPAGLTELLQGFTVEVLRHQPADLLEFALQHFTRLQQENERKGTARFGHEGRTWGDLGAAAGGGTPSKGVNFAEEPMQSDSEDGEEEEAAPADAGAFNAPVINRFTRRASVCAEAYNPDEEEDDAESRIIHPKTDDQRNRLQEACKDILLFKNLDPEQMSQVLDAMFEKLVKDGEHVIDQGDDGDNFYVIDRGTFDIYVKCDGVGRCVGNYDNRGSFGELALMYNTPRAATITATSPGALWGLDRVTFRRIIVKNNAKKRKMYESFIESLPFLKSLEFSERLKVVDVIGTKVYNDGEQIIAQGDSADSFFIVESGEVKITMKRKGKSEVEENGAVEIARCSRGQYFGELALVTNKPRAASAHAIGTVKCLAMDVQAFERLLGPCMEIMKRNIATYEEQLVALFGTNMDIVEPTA
# * hit, by the source's call; nt = not tested or not shown.
No.	mol	SR-BI DiI inh	Cardiac RTF inh	DAGLB inhibitor	NSD2 HMT inh	PvdQ acylase
1	CCCc1cc(C(=O)N2CCCC(N3CCN(c4ccccc4C)CC3)C2)n(C)n1 (stereo not drawn)	33	-19	-2	2	-15
2	O=C(Cn1cc(C(=O)c2ccco2)c2ccccc21)Nc1ccccc1F	20	-13	-9	29	-6
3	CC(=O)c1cccc(NC(=O)NC(C)c2ccncc2)c1 (stereo not drawn)	nt	2	-2	-1	9
4	CN(C)/C(=N\S(=O)(=O)c1ccccc1)c1ccc(F)cc1	16	-5	1	-6	-12
5	CCOC(=O)c1ccc(NS(=O)(=O)c2ccc(SC)cc2)cc1	-38	3	1	6	-6
6	O=C(OCC(=O)N1CCN(C(=O)c2ccco2)CC1)c1ccccc1Cc1ccccc1	4	-11	-4	0	-17
7	O=C(CS(=O)(=O)c1ccccc1)Nc1ccc(Br)cn1	-13	-2	-3	0	1
8	CC(C)(C)NC(=O)C1CCN(c2ccc(S(=O)(=O)N3CCOCC3)cc2Cl)CC1	-2	-32	2	-2	-1

No.	SR-BI uptake up	LANA DNA inh	Keap1-Nrf2 PPI	Arrestin-AP2 inh	PKA-R2B activ
1	-33	-0.9	5	-8	0
2	-20	2.6	-7	-9	8
3	nt	0.1	4	3	1
4	-16	0.0	-5	6	-5
5	38	4.1	4	9	-6
6	-4	-0.7	1	-3	-5
7	13	-0.1	3	5	-4
8	2	0.8	0	29	-2

# Single records, as listed above. Order of values: SR-BI DiI inh | Cardiac RTF inh | DAGLB inhibitor | NSD2 HMT inh | PvdQ acylase | SR-BI uptake up | LANA DNA inh | Keap1-Nrf2 PPI | Arrestin-AP2 inh | PKA-R2B activ
# Profile of `O=C(Cn1cc(C(=O)c2ccco2)c2ccccc21)Nc1ccccc1F` = 20 | -13 | -9 | 29 | -6 | -20 | 2.6 | -7 | -9 | 8
# Profile of `O=C(CS(=O)(=O)c1ccccc1)Nc1ccc(Br)cn1` = -13 | -2 | -3 | 0 | 1 | 13 | -0.1 | 3 | 5 | -4

# Returning to the listing; the 3 compounds before the break are reprinted first.
No.	mol	SR-BI DiI inh	Cardiac RTF inh	DAGLB inhibitor	NSD2 HMT inh	PvdQ acylase
6	O=C(OCC(=O)N1CCN(C(=O)c2ccco2)CC1)c1ccccc1Cc1ccccc1	4	-11	-4	0	-17
7	O=C(CS(=O)(=O)c1ccccc1)Nc1ccc(Br)cn1	-13	-2	-3	0	1
8	CC(C)(C)NC(=O)C1CCN(c2ccc(S(=O)(=O)N3CCOCC3)cc2Cl)CC1	-2	-32	2	-2	-1
9	COc1ccc(Cl)c(Cn2c(NCCCN(C)C)nc3c2c(=O)n(C)c(=O)n3C)c1	-9	-3	-1	nt	3
10	CN1CCN(C(=O)CSc2cc(=O)n(C)c3ccccc23)CC1	-30	-2	-3	-1	-6
11	Cc1ccc(-n2c(SCC(=O)NCc3ccco3)nc3sc4c(c3c2=O)CC(C)(C)SC4)cc1	-24	-2	-1	-2	-9
12	CCCN1CCC(=NNC(=O)CSc2cc(C)c(Br)cc2C)CC1	nt	-5	-8	5	-10
13	O=C(Nc1cccc(S(=O)(=O)N2CCCCC2)c1)C1CC(=O)N(c2ccc3c(c2)OCCO3)C1 (stereo not drawn)	7	5	0	-2	-12
14	COc1cccc(-c2csc3nc[nH]c(=O)c23)c1	-9	-3	0	1	0
15	O=C(N/N=C/c1ccco1)C12CC3CC(CC(C3)C1)C2	5	1	0	nt	-20
16	CC(C)c1ccc(S(=O)(=O)N2CCN(C(=O)c3cccc(F)c3)CC2)cc1	5	-6	-2	-2	-18

No.	SR-BI uptake up	LANA DNA inh	Keap1-Nrf2 PPI	Arrestin-AP2 inh	PKA-R2B activ
6	-4	-0.7	1	-3	-5
7	13	-0.1	3	5	-4
8	2	0.8	0	29	-2
9	9	-0.2	-4	18	-3
10	30	-1.3	0	-7	-2
11	24	-1.8	-2	2	1
12	nt	-0.3	-3	3	4
13	-7	-2.4	-5	-24	2
14	9	1.8	-2	9	-2
15	-5	-2.0	-2	-17	7
16	-5	-0.8	-2	-10	-9

# Other records
No.	mol	SR-BI DiI inh	Cardiac RTF inh	DAGLB inhibitor	NSD2 HMT inh	PvdQ acylase
17	NC(=O)c1ccc(NC(=O)CSc2nnc(-c3ccccn3)n2N)cc1	7	4	-1	1	-7
18	CC(C)CC1NC(=O)N(CC(=O)Nc2ccc(OC(F)F)cc2)C1=O (stereo not drawn)	12	3	-1	-1	11
19	COc1ccc(CNC(=O)COC(=O)c2ccc(Br)c(S(=O)(=O)N3CCOCC3)c2)cc1	3	-5	2	-3	-23
20	COc1ccccc1C(=O)NCCC(=O)NCC(c1ccc(F)cc1)N1CCOCC1 (stereo not drawn)	20	-3	1	-2	-11
21	CS(=O)(=O)c1ccc(C(=O)NCc2ccc(F)cc2)cc1	3	8	-2	-2	-16
22	O=C(c1cccc(S(=O)(=O)N2CCCCC2)c1)N(CCc1ccccc1)Cc1ccccc1	-5	-5	-5	2	-11
23	Cc1ccc(NS(=O)(=O)c2ccc(C(=O)N3CCCCCC3)cc2)cc1	10	5	-3	0	-4
24	COc1ccc(/C=C/C(=O)Oc2ccc(/C=N/NC(=O)c3ccncc3)cc2)cc1	nt	-20	-2	2	-2

No.	SR-BI uptake up	LANA DNA inh	Keap1-Nrf2 PPI	Arrestin-AP2 inh	PKA-R2B activ
17	-7	-0.4	-2	11	-3
18	-12	-0.7	-2	4	1
19	-3	1.5	-1	-6	1
20	-20	1.8	1	6	5
21	-3	-1.4	0	-18	5
22	5	-0.8	-8	-12	-2
23	-10	0.6	0	21	-5
24	nt	0.1	1	23	-13

# (more compounds)
No.	mol	SR-BI DiI inh	Cardiac RTF inh	DAGLB inhibitor	NSD2 HMT inh	PvdQ acylase
25	Cc1cnc(C(=O)OCC(=O)Nc2cc(S(=O)(=O)N3CCOCC3)ccc2Cl)cn1	-4	0	-1	24	-9
26	N#C/C(=C\c1ccc(F)c(Br)c1)C(=O)NC1CC1	-1	2	-1	0	-10
27	CC1CN(CC(=O)Nc2ccc(Br)cn2)CC(C)O1 (stereo not drawn)	-26	-6	-1	4	-6
28	CC1CCCC(NC(=O)COC(=O)Cc2ccc(Cl)cc2)C1C (stereo not drawn)	-14	-4	-2	10	-4
29	COCC(=O)Nc1nc2ccc(S(C)(=O)=O)cc2s1	1	-17	1	-15	-1
30	Cc1cc2oc(=O)cc(Cn3ccnc3)c2cc1Cl	-39	0	2	1	0
31	COc1ccc(CNC(=O)Nc2cc(C)ccc2C)cc1	nt	-5	1	-4	-18
32	Cc1cc(C)nc(-n2ncc3c2CC(c2ccccc2)CC3=O)n1 (stereo not drawn)	-3	-10	0	-3	-7

No.	SR-BI uptake up	LANA DNA inh	Keap1-Nrf2 PPI	Arrestin-AP2 inh	PKA-R2B activ
25	4	1.0	3	2	-5
26	1	0.1	-1	-4	1
27	26	0.4	-3	-16	-12
28	nt	-0.1	-5	-7	3
29	-1	1.9	1	12	-11
30	39	-1.2	-2	15	-11
31	nt	-0.7	3	-3	0
32	3	0.4	3	10	6

# (list continues)
No.	mol	SR-BI DiI inh	Cardiac RTF inh	DAGLB inhibitor	NSD2 HMT inh	PvdQ acylase
33	CCOC(=O)c1ccc(N2C(=O)C3C(/C=C/c4ccccc4)OC4(C(=O)c5ccccc5C4=O)C3C2=O)cc1 (stereo not drawn)	-35	0	0	0	-5
34	O=S(=O)(/C=C/c1ccccc1)NCc1ccccc1Cl	-9	10	-1	-5	6
35	COc1cc(OC)cc(-c2c(-c3ccc(F)cc3)c3cc(-c4cnc(OC)nc4)ccc3n2C)c1	18	-3	-2	nt	-4
36	COc1ccccc1C(=O)Nc1ccnn1C1CCN(C(C)CSC)CC1 (stereo not drawn)	-22	-18	-1	0	-14
37	CCOC(=O)N1CCN(CCC(=O)Nc2ccc(OC)cc2)CC1	-14	-29	0	2	-13
38	O=C(CN1C(=O)c2cccnc2Oc2ccc(Cl)cc21)NCCCc1ccccc1	-4	-4	-4	-5	1
39	COc1ccc(Cl)cc1NC(=O)C(=O)N/N=C/c1cc(C)n(-c2ccc(C)cc2)c1C	62	-3	-7	-1	-7
40	N/C(CSc1ccc(Cl)cc1)=N\S(=O)(=O)c1ccc(Cl)cc1	-25	-4	-2	-3	6

No.	SR-BI uptake up	LANA DNA inh	Keap1-Nrf2 PPI	Arrestin-AP2 inh	PKA-R2B activ
33	35	-0.8	2	11	-1
34	9	0.5	-1	30	-6
35	-18	1.9	3	32	-4
36	22	4.6	4	18	15
37	14	2.1	-1	3	-4
38	4	0.4	-1	10	3
39	-62	-0.5	-5	13	-7
40	25	1.0	-3	18	-4

# In a second layout: results already given.
cpd | mol | SR-BI DiI inh | Cardiac RTF inh | DAGLB inhibitor | NSD2 HMT inh | PvdQ acylase | SR-BI uptake up | LANA DNA inh | Keap1-Nrf2 PPI | Arrestin-AP2 inh | PKA-R2B activ
7 | O=C(CS(=O)(=O)c1ccccc1)Nc1ccc(Br)cn1 | -13 | -2 | -3 | 0 | 1 | 13 | -0.1 | 3 | 5 | -4
15 | O=C(N/N=C/c1ccco1)C12CC3CC(CC(C3)C1)C2 | 5 | 1 | 0 | nt | -20 | -5 | -2.0 | -2 | -17 | 7

# Continuation:
No.	mol	SR-BI DiI inh	Cardiac RTF inh	DAGLB inhibitor	NSD2 HMT inh	PvdQ acylase
41	COc1ccc(CN(CC(=O)NCc2ccc(F)cc2)C(=O)CCC(=O)Nc2cc(C)ccn2)cc1	nt	-6	1	1	-12
42	CC(=O)c1ccc(N2CCN(CC(O)COC(c3ccccc3)c3ccccc3)CC2)cc1 (stereo not drawn)	51	7	-3	nt	3
43	CCC(C)n1c(=N)c(C#N)cc2c(=O)n3cc(C)ccc3nc21 (stereo not drawn)	2	-2	-6	2	-9
44	CC(C)C[C@H](NC(=O)c1[nH]cnc1C(=O)Nc1ccccc1)C(=O)OC(C)(C)C	12	9	-7	nt	-8
45	COc1cc(/C=N/OCC(=O)Nc2cc(C)cc(C)c2)ccc1OCc1ccc(Cl)cc1	35	-2	-16	-4	10
46	CC(=O)C1=C(c2ccccc2)NC(=O)NC1c1cccs1 (stereo not drawn)	-8	4	2	-1	3
47	Cc1cc2cc(C)c(NCCNC(=O)c3cccc(F)c3)nc2cc1C	29	-2	2	1	-12
48	O=C(Nc1ccc(C(=O)O)cc1)/C(=C\c1ccco1)NC(=O)c1ccccc1Cl	4	0	2	-1	-16

No.	SR-BI uptake up	LANA DNA inh	Keap1-Nrf2 PPI	Arrestin-AP2 inh	PKA-R2B activ
41	nt	-0.9	-3	4	-6
42	-51	0.7	1	13	-7
43	-2	1.3	1	-6	-3
44	-12	-1.2	-2	nt	-4
45	-35	-2.0	-5	9	-11
46	8	1.3	-1	-24	-1
47	-29	1.0	-4	-3	-7
48	-4	-0.7	-2	-18	-8

# The order is random. Share with any hit: about 2.1%.
